Bioassay records from PubChem BioAssay.
TR-FRET SRC-2 ct = flags TR-FRET format artefacts in PPARgamma SRC-2 recruitment agonist screen; actives 0.4% (n = 200,000); AID 1049; TR-FRET artefact counter-screen; stronger effect = higher value; TR-FRET ratio at 8 µM; in the data active = TR-FRET ratio above about 2000; note: inactives centre near 1500
PPARg SRC3 recr = agonists of human PPARgamma SRC-3 coactivator recruitment; P37231; biochemical PPARgamma/SRC-3 coactivator recruitment assay; activation, % at 8 µM; actives 0.26% (n = 200,000); in the data active = activation above about 23%;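 note: 0% = DMSO and 100% = reference agonist; some compounds past the cut are filed as inactive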
S1P3 antag = blocks the human S1P3 receptor; Q99500; CHO S1P3 NFAT-BLA reporter, FRET fluorescence, antagonist mode; inhibition, % at 4.98 µM; actives 0.27% (n = 170,000);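 active = inhibition above the plate cutoff, the mean inhibition of test wells on that plate plus 3 SD, cut at about 28% in these data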;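 note: cells challenged with S1P at its EC80 of 0.8 µM; blue over green emission ratio from cleaved BLA substrate after 4 h stimulation; 0% = S1P-stimulated wells and 100% = unstimulated DMSO-only wells; some compounds past the cut are filed as inactive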
Target sequence (Q99500 whole entry, looked up): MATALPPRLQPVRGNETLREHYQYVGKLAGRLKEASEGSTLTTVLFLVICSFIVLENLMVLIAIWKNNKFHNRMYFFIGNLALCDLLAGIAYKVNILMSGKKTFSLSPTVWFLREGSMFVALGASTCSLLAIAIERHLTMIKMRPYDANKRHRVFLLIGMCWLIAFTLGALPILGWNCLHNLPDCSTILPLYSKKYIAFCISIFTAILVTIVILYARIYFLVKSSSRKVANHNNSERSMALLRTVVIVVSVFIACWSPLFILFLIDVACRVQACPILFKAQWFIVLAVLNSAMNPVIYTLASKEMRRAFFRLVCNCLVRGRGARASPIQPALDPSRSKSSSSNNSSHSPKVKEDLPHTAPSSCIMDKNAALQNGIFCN
RAM network inh = inhibitors of the yeast RAM network. inhibition, % at 50 µM. actives 1.8% (n = 190,000). S. cerevisiae dse1pr::URA3 reporter, 5-FOA growth OD615, 2 d; analog-sensitive cbk1-as2 kinase mutant strain;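 active = inhibition above a set limit, 3 SD over mean compound inhibition, cut at about 8.4% in these data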;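 note: 0% = DMSO-only wells with no growth and 100% = 10 µM 1-NA-PP1 full growth; inhibition rescues growth on 5-FOA so higher OD means more RAM inhibition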
STAT3 inh = reduces IL-6 driven STAT3 reporter signal; actives 0.89% (n = 190,000); inhibition, % at 5.5 µM; U3A cells, IL-6 STAT3-luciferase reporter, luminescence; host cell line lacks STAT1;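 active = inhibition above the mean inhibition across all screened compounds plus 3 SD, cut at about 44% in these data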;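 note: 0% = DMSO only wells and 100% = 100 µM nifuroxazide control wells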
PPARg SRC-2 ag = promotes SRC-2 coactivator recruitment by human PPARgamma. PPARgamma LBD-SRC-2 recruitment, biochemical. P37231. AID 1032. actives 0.34% (n = 200,000). activation, % at 8 µM; in the data active = activation above about 22%;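 note: 0% = vehicle and 100% = reference agonist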
STAT3 act = activators of IL-6 induced STAT3 signaling. U3A cells, IL-6 STAT3-luciferase reporter, luminescence; 100% = signal with IL-6 EC80 alone. activation (% of control), % at 5.6 µM. actives 0.91% (n = 190,000);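 active = activation above the screen-wide mean of compound activation plus 3 SD, cut at about 130% in these data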;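 note: 0% = background luminescence of wells with medium and substrate only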
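Material: human STAT1-deficient U3A cells with stable STAT3-luciferase reporter / Probe or stimulus: IL-6 stimulus at 33 ng/mL final / Schedule: 1 h compound pre-exposure, 6 h IL-6 stimulation, 37 °C / Technique: luminescence / Read-out basis: percent of IL-6-only median luminescence / Control set: IL-6-only high control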
TLR4-MyD88 BLA = inhibitors of human TLR4-MyD88 binding; O00206+Q99836; HeLa CL3-4 TLR4/MyD88 BLA complementation, FRET ratio; inhibition, % at 8.4 µM; actives 0.18% (n = 200,000); AID 861; in the data active = inhibition above about 25%;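 note: 0% = vehicle and 100% = reference inhibitor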
STAT1 blocker = reduces IFN-gamma driven STAT1 reporter signal; inhibition, % at 5.5 µM; NIH 3T3 STAT1-luciferase reporter, luminescence; actives 0.35% (n = 200,000); AID 920;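 active = inhibition above a set limit, the mean inhibition across all tested compounds plus 3 SD, cut at about 34% in these data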;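 note: 0% = IFN-gamma with DMSO and 100% = IFN-gamma with 300 µM nifuroxazide; values of inactives mirror those of a sister screen read the other way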
ROMK primary = modulates human ROMK potassium channel activity; P48048; Tet-inducible ROMK, thallium flux fluorescence; actives lie on both sides; B-score at 10 µM; actives 2% (n = 130,000);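 active = signal ratio slope over the read window, or its plate-corrected B-score, at least 3 SD from the plate mean, either direction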;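 note: B-score of the F/F0 ratio slope over 7 to 12 s after thallium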
Target sequence (P48048 whole entry, looked up): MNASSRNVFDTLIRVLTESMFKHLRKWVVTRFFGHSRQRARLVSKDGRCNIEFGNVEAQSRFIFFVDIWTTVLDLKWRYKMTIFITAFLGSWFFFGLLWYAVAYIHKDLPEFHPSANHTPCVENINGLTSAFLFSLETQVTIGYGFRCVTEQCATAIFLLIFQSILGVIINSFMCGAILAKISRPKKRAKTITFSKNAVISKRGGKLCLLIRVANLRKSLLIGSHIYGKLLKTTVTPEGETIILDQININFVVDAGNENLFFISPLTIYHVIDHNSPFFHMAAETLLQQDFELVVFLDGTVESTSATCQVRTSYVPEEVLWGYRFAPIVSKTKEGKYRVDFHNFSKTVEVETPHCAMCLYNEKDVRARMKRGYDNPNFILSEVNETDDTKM
PPARg SRC1 recr = promotes SRC-1 coactivator recruitment by human PPARgamma; P37231; PPARgamma-SRC-1 coactivator recruitment biochemical assay; activation, % at 8 µM; actives 0.41% (n = 200,000); in the data active = activation above about 19%;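 note: 0% = DMSO and 100% = reference agonist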
* hit, by the source's call; . = no result given. Outcome played no part in choosing rows. About 5.6% of those tested had a hit in this group.

SMILES	TR-FRET SRC-2 ct	PPARg SRC3 recr	S1P3 antag	RAM network inh	STAT3 inh	PPARg SRC-2 ag	STAT3 act	TLR4-MyD88 BLA	STAT1 blocker	ROMK primary	PPARg SRC1 recr
CCN(CC)S(=O)(=O)c1ccc(NS(=O)(=O)c2cccs2)cc1	1287	1	14	-0.7	6	-4	98	-3	-12	.	0
Cc1cc(C)nc(Sc2nc(Nc3ccccc3)nc(Sc3nc(C)cc(C)n3)n2)n1	1612	-1	10	0.5	3	2	97	-4	0	1.5	3
N#Cc1ccc(CSc2nnc(-c3cccnc3)n2-c2ccccc2)cc1	1353	-4	-12	2.9	4	2	102	-4	-4	-0.32	-10
O=C(O)c1cccc(NC(=O)c2cc(-c3cccc(Cl)c3)nc3ccccc23)c1	1547	-1	10	2.4	7	4	99	11	-26	0.08	-5
COc1ccc(OCC#CCn2ccnc2)cc1	1564	7	4	1.0	6	10	97	-4	-1	1.1	12
C=CCN1C(=O)/C(=C/c2cccs2)S/C1=N\S(=O)(=O)c1ccc(F)cc1	1490	-2	-3	11*	22	5	84	3	0	.	1
COc1ccc(CCN(C)C(=O)CNC(=O)c2ccccc2F)cc1OC	1764	7	-7	0.4	0	2	104	2	-3	-0.62	6
O=C(NC(=S)NCCCN1CCOCC1)c1ccco1	1578	1	-16	0.0	14	5	95	-10	-12	0.43	12
Cn1c(SCC(=O)OCC(=O)c2ccccc2)nnc1-c1cccs1	1548	-14	-39	0.0	3	8	101	12	5	0.79	-1
CCOC(=O)C(O)(CCC(O)(C(=O)OCC)C(=O)OCC)C(=O)OCC	1688	-5	-63	0.4	10	-6	96	-8	-3	0.15	12
c1ccc(OCCn2c(-c3ccco3)nc3ccccc32)cc1	1507	7	-5	0.3	16	10	94	15	-2	.	7
COc1ccccc1NC(=O)CCN1CCN(Cc2ccccc2)CC1	1370	5	.	0.5	0	-4	101	-1	-2	-0.57	2
CCOc1ccc(N2C(=O)c3ccccc3C2=O)cc1	1464	9	.	1.1	4	-5	94	3	-18	0.078	6
CC(=O)c1sc(NS(=O)(=O)c2ccc(C)cc2)nc1C	1795	5	-9	-0.7	14	21	98	0	8	0.014	4
Cc1ccn2cc(CCNS(=O)(=O)c3ccc(F)c(C(F)(F)F)c3)nc2c1	1658	-4	.	0.8	5	7	103	-6	4	.	-4
O=C(Nc1ccsc1C(=O)NC1CCCCC1)c1ccccc1	1614	-1	.	2.7	8	-3	101	-4	-6	.	-1
O=C1N=C(N2CCCCC2)S/C1=C\c1cn[nH]c1-c1ccccc1	1425	-2	9	3.9	-13	-1	114	2	-7	0.28	-4
CCCN1C(=O)/C(=C/c2ccccc2OCc2ccc(C(=O)O)cc2)NC1=S	1481	5	0	6.0	4	1	102	-8	-8	-2.6	3
Cc1ccc(C(=O)CC(=O)COc2ccc(Cl)cc2)cc1	1406	-1	-10	3.6	-12	-11	109	14	-7	.	2
C/C(=N\Nc1cc(Cl)nc(C)n1)c1ccc(C)cc1	1573	6	.	.	13	-2	98	4	-7	.	2
O=[N+]([O-])c1ccc(N=Cc2sc3ccccc3c2O)cc1	1393	-1	-9	0.9	-11	4	112	1	-2	0.41	2
CCn1ccnc1CNCc1cn(-c2cc(C)ccc2C)nc1-c1ccccc1	1532	1	-12	1.4	0	15	105	11	5	-0.7	4
Cc1cc(C)cc(N2C(=O)CSC2c2ccccn2)c1 (stereo not drawn)	1533	0	-9	-0.5	1	-1	104	-12	-8	.	1
CC(C)(C)NC(=O)Cn1c(=O)oc2ccc(Cl)cc21	1451	0	-28	1.1	-8	2	111	3	-8	.	4
CCCCOc1ccc(-c2ncc(C(=O)O)c(C)n2)cc1	1610	6	-16	1.1	6	-1	99	6	-39	.	-4
CCC1Sc2ccccc2N(CC(=O)NC2CCCCC2)C1=O (stereo not drawn)	1583	2	-8	1.4	-2	-5	113	-5	-2	0.11	2
CCOc1cccc2cc(C(=O)NCc3cccnc3)c(=O)oc12	1634	-4	-1	1.2	1	-1	103	10	-5	.	3
Cc1ccc(C2CC(c3ccc(Cl)cc3)n3nc(N)nc3N2)cc1 (stereo not drawn)	1633	8	-30	2.3	8	7	94	10	6	.	8
Cc1cc2ccccn2c1C(=O)c1cccc(S(=O)(=O)N2CCOCC2)c1	1752	3	-14	0.5	18	-11	86	6	5	-0.016	3
COc1ccc(C2Nc3ccccc3C(=O)N2NS(C)(=O)=O)cc1OC (stereo not drawn)	1687	0	-10	1.4	-6	-3	106	-2	-1	-0.64	6
O=C(COC(=O)Cc1ccccc1F)Nc1ccc(Cl)cn1	1706	5	-10	-1.0	-8	-3	107	3	-6	-0.68	8
CC(C)(C)N(Cc1ccccc1)C(=O)COC(=O)CCc1c[nH]c2ccccc12	1474	2	-4	10*	14	-6	87	4	4	.	-1
CCOC(=O)C1=C(C(F)(F)F)Nc2ncnn2C1c1ccc(OC)cc1OC (stereo not drawn)	1461	-1	-5	2.1	4	0	100	8	0	0.48	6
CCN(CC)C(=S)Nc1cc(C(=O)OC)ccc1C(=O)OC	1576	2	-8	0.3	-2	7	100	-1	1	0.56	-1
COc1ccc(NC(=S)N(Cc2ccc(C)cc2)Cc2ccccn2)cc1	1746	-1	-4	-0.6	4	-2	98	2	4	0.55	15
COc1ccccc1NS(=O)(=O)c1cc([N+](=O)[O-])ccc1N/N=C/c1c[nH]c2ccccc12	1630	5	.	10*	3	6	102	39*	-5	0.0042	5
CC(=O)c1cccc(S(=O)(=O)N2CCC(C(=O)O)CC2)c1	1521	6	-13	1.5	-2	6	103	-2	6	0.68	4
Cn1nnnc1SCc1ccc(C(=O)Nc2ccccc2F)cc1	1416	-14	.	0.4	18	1	93	-8	-7	.	7
O=C(NCc1ccc2c(c1)OCO2)c1ccc(N2CCCC2=O)cc1	1567	3	.	1.7	17	8	86	-22	-6	-0.16	-1
COC(=O)c1c[nH]n2c(=O)c(Cc3ccc(F)cc3Cl)c(C)nc12	1459	-8	.	0.9	1	-2	101	6	2	-0.26	-1

As a working copy, some entries already given.
SMILES	TR-FRET SRC-2 ct	PPARg SRC3 recr	S1P3 antag	RAM network inh	STAT3 inh	PPARg SRC-2 ag	STAT3 act	TLR4-MyD88 BLA	STAT1 blocker	ROMK primary	PPARg SRC1 recr
O=[N+]([O-])c1ccc(N=Cc2sc3ccccc3c2O)cc1	1393	-1	-9	0.9	-11	4	112	1	-2	0.41	2
CCn1ccnc1CNCc1cn(-c2cc(C)ccc2C)nc1-c1ccccc1	1532	1	-12	1.4	0	15	105	11	5	-0.7	4

Further results
SMILES	TR-FRET SRC-2 ct	PPARg SRC3 recr	S1P3 antag	RAM network inh	STAT3 inh	PPARg SRC-2 ag	STAT3 act	TLR4-MyD88 BLA	STAT1 blocker	ROMK primary	PPARg SRC1 recr
COC(=O)Cn1cc(C(=O)c2cccs2)c2ccccc21	1712	19	11	2.0	0	25*	103	-9	5	0.2	6
CCOc1ccc(NC(=O)CCNS(=O)(=O)c2ccc(Br)s2)cc1	1493	-8	.	3.0	2	-1	103	-8	2	-0.79	-7
Cn1c(=O)[nH]c(=O)c2c1nc(SCCN1CCCCC1)n2Cc1ccccc1	1554	0	-27	0.3	-3	10	107	-6	-1	.	-1
COc1cccc(OC)c1C(=O)N1CCN(Cc2ccccc2C(F)(F)F)CC1	1450	-3	-12	2.9	2	-1	106	-4	-2	.	1
CC1=C(C#N)C(C)C2=C(CC(C)(C)CC2=O)N1 (stereo not drawn)	1469	2	-51	-1.4	14	0	94	-8	7	.	2
Cc1ccc(S(=O)(=O)c2c(N)n(CCCO)c3nc4ccccc4nc23)cc1	1522	7	.	0.7	4	-3	101	-2	-3	-0.0018	3
O=C(O)c1cnc(-c2ccccc2)nc1-c1ccccc1	1490	2	4	1.1	-4	1	106	9	-6	.	7
COc1ccc(Cn2nnnc2C(c2cccs2)N2CCN(c3ccc([N+](=O)[O-])cc3)CC2)cc1 (stereo not drawn)	1442	13	.	4.9	12	6	93	8	4	.	8
CCc1ccc2c(c1)c1nc(C)sc1n2CC(=O)OC	1649	0	.	1.7	0	3	100	-2	4	-0.096	4
C=CCn1c(SCC(=O)c2ccc(Br)cc2)nnc1C(CC(C)C)NC(=O)c1cccs1 (stereo not drawn)	1493	9	.	2.9	-4	10	103	1	-6	-0.14	2
Cc1nc2ccccc2c(=O)n1/N=C/c1ccccc1	1414	1	.	0.4	13	7	90	4	-25	.	-5
COc1cc(CCC(O)CC(=O)CCc2ccccc2)ccc1O (stereo not drawn)	1611	4	-16	1.9	.	4	.	-4	1	.	16
O=C(COc1ccc(Cl)cc1Cl)Nc1ccc(Cl)cn1	1766	1	-21	5.1	66*	10	48	4	-43	-0.24	7
Cc1ccc(OCc2cnc(Cl)s2)c(C)c1	1917	-2	2	-1.5	11	0	95	-8	-45	0.023	-6
N/C(=N\OC(=O)COc1ccc(Br)cc1)c1ccncc1	1561	0	4	1.6	2	-1	100	-16	-2	.	1
CCOC(=O)c1nc(Nc2ccc(C(=O)O)cc2)c2ccccc2n1	1457	2	4	3.1	9	1	97	-9	6	.	10
Cc1nn(C)c(C)c1NC(=O)c1ccc(S(=O)(=O)N(C)C)cc1	1587	-6	22	1.2	5	-1	100	-3	-3	.	-4
Cc1ccc(CNc2ccc(N3C(=O)CC(C)C3=O)cc2[N+](=O)[O-])cc1 (stereo not drawn)	1520	1	3	-0.2	7	0	94	5	-4	-1.5	-2
O=C(NC1=NCCS1)c1ccc(-c2ccc(Cl)cc2)o1	1575	3	5	-0.4	22	8	84	12	-61	.	3
N=C1C(c2ccccc2)=C(O)CN1c1cccc(S(=O)(=O)Nc2cccc(C(F)(F)F)c2)c1	1519	4	4	3.6	6	9	98	-5	-9	-2.2	-1
O=C(Nc1ccc(F)cc1)NC1(C(=O)NCc2cccs2)CCCCC1	1691	8	.	2.0	10	8	95	5	0	.	7
COCC(=O)n1nc(-c2ccccc2)nc1NCc1ccccc1	1403	1	-13	3.4	-5	-6	104	-14	-40	.	-3
Cc1[nH]n(-c2ccccc2)c(=O)c1N=O	1619	1	-14	-0.8	2	4	100	-7	10	-0.53	4
C=CCN1C(=O)N/C(=C/c2ccc(C)o2)C1=O	1530	4	-1	3.0	4	1	101	-4	-4	.	8
O=C1COc2ccc(C(=O)CSc3nnnn3-c3ccccc3)cc2N1	1530	7	-14	1.5	13	9	96	2	-2	.	2
O=C(NC1=NCCS1)c1ccccc1OCc1ccccc1Cl	1585	0	3	0.0	5	-3	100	11	6	-0.23	9
COc1ccc(NC(=O)CCSc2nnnn2C)cc1	1581	-5	-14	0.8	-1	-3	105	5	-21	0.04	5
O=S(=O)(Cc1ccc(Cl)cc1)Nc1ccc(Cl)cn1	1562	-3	3	2.3	10	-3	102	-14	-10	0.36	1
c1ccc(-c2csc(-c3cccnc3)n2)cc1	1540	4	6	0.0	8	5	95	-3	-37	-0.83	-6
